# EPAC2 agonist = qHTS for Agonist of cAMP-regulated guanine nucleotide exchange factor 4 (EPAC2): primary screen | Rap guanine nucleotide exchange factor 4 (Homo sapiens), Q8WZA2 | EPAC2 activation, biochemical qHTS; response scale: 100% = 6.5 mM cAMP response | Potency, µM (doses to about 154 µM), inactives show at the top dose activation, actives largely listed as activators | hit rate 0.079% among 360,000 | AID 720711, 2013; further: potency means the concentration at half of the fitted maximal effect; nearly all actives have a fitted effect of over 50% in size
#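 Setup: EPAC2 100 nM, labeled Rap1B complex 250 nM, free GDP 50 uM. Compound titrations pinned in, brief spin, 5 min room temperature incubation. Kinetic fluorescence read over 30 min, normalized to 6.5 mM cAMP.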
# DRD3 antagonist = qHTS of D3 Dopamine Receptor Antagonist: qHTS; D(3) dopamine receptor (Homo sapiens), P35462; D3R cells, DiscoveRx beta-arrestin luminescence, antagonist mode; active compounds read low; max response, negative = inhibition, %; hit rate 2.5% among 360,000; AID 652054, 2013; in the data active means max response below about -50%; inconclusive means no clear call, values can overlap the other calls; further: on the % scale 0 is the no-effect control and ±100 the full control effect; mostly tested at two doses, the higher about 12 µM
# Target sequence (P35462 whole entry, looked up): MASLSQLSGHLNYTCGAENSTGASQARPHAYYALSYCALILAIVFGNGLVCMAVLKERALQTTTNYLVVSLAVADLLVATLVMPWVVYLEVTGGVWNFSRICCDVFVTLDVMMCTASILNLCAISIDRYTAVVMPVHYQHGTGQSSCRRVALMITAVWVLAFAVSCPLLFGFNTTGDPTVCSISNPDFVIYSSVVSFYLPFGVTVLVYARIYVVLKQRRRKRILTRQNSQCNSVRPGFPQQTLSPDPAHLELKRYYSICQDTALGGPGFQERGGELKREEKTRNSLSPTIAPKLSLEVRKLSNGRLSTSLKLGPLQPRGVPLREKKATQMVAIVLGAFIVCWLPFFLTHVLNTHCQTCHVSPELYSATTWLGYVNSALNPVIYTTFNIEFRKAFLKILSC
#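 Cells plated overnight at 1500 cells/well, then exposed to library compounds with dopamine controls for 90 minutes at 37 degrees C. DiscoveRx reagent added for 30–60 minutes at room temperature; luminescence read, quantitative HTS format.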
# EPAC2 antag = qHTS for Antagonist of cAMP-regulated guanine nucleotide exchange factor 2 (EPAC2): primary screen; Rap guanine nucleotide exchange factor 4 (Homo sapiens), Q8WZA2; EPAC2 GEF exchange of Rap1B-BODIPY-GDP, fluorescence; Potency, µM (titrated, usually from 114 µM), inactives show at the top dose activity, negative = inhibition, actives largely listed as inhibitors; hit rate 0.18% among 360,000; further: potency means the concentration at half of the fitted maximal effect; on the % scale 0 is the no-effect control and ±100 the full control effect; nearly all actives have a fitted effect of over 45% in size; many of its hits are not listed in these tables
# aSyn rescue = qHTS of alpha-syn Inhibitors; Yeast expressing alpha-synuclein, growth rescue, BacTiter-Glo, 24 h; Potency, µM (titrated, usually from 46.1 µM), inactives show at the highest dose growth rescue (activation), usual class: activators; hit rate 0.14% among 370,000; further: potency means the concentration at half of the fitted maximal effect; % of control where 0% means no effect; nearly all actives have a fitted effect of over 65% in size
#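 Rescue of yeast growth: cells expressing toxic alpha-synuclein, induced in galactose at OD600 0.02, incubated with compound 24 h at 30 C. ATP luminescence quantified growth; inhibitors of toxicity appear as activators.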
# FUS suppressor = qHTS for Suppressors of FUS Proteinopathy: Primary screen using FUS-linked yeast assay; S. cerevisiae FUS-expressing, growth rescue, OD600, 24 h; Potency, µM (doses to about 76.6 µM), for the others: at the highest dose growth rescue (activation), usual class: activators; hit rate 0.24% among 390,000; AID 1347120, 2019;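 further: potency means the concentration at half of the fitted maximal effect; plate controls were DMSO vehicle for no effect and reference control for full effect; nearly all actives have a fitted effect of over 55% in size; some results filed as inactive show a strong effect at the top dose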
#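 FUS-expressing yeast, raffinose-pregrown, induced in 2% galactose minimal medium at OD 0.005; compounds in a dilution series, 24hr at 30C. Growth restoration read as absorbance at 600 nm. CP55940 positive control, DMSO negative.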
# Abeta rescue = qHTS for compounds that reverse cellular toxicity of Amyloid beta (A-beta) peptide in yeast: Primary Screen. hit rate 0.063% among 410,000. yeast expressing A-beta42, growth rescue, OD600, 48 h; response scale: 0% DMSO, 100% iron-clioquinol control. Potency, µM (series often up to 46.1 µM), without a hit: at the top dose growth rescue, most hits filed as activators; further: potency means the concentration at half of the fitted maximal effect; nearly all actives have a fitted effect of over 55% in size
#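 Growth rescue measured by 600 nm absorbance after 48 h yeast culture at 30 C with compound. Values normalized between DMSO and an equimolar ferric chloride plus clioquinol control.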
# DRD3 agonist = qHTS of D3 Dopamine Receptor Agonist: qHTS | D(3) dopamine receptor (Homo sapiens), P35462 | D3R DiscoveRx beta-arrestin cells, luminescence, 90 min | max activation, % | hit rate 0.58% among 410,000 | AID 652048, 2013; in the data active means max activation above about 30%; further: 0% is about no effect; mostly tested at two doses, the higher about 12 µM
#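 Agonist mode: compounds and dopamine controls were applied to plated cells for 90 min at 37 degrees C after an overnight attachment at 1500 cells/well. Luminescent read-out followed 30 - 60 minutes at room temperature with DiscoveRx detection reagent.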
# TDP43 rescue = qHTS of TDP-43 Inhibitors. TDP-43 expressing yeast growth rescue, BacTiter-Glo, 24 h. Potency, µM (top dose mostly 46.1 µM), for the others: at the highest dose growth rescue (activation), hits mostly activators. hit rate 1.8% among 410,000. AID 652104, 2013; further: potency means the concentration at half of the fitted maximal effect; % of control where 0% means no effect; nearly all actives have a fitted effect of over 50% in size
#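 In this qHTS, compounds that restore growth of yeast expressing TDP-43 appear as activators. Cells (OD600=0.02, galactose medium, raffinose-pregrown) are incubated with compound 24 hr at 30 deg C and growth is quantified by BacTiter-Glo.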
# * hit, by the source's call; ? = inconclusive; nt = no result given; [ ] = another dose, or the depositor's remark. Unless noted, the call rests on the fitted dose curve; in most records, active means well fitted curve in the direction sought with a large enough effect; inconclusive means small, poorly fitted or top-dose-only effect, or another doubt; inactive means no such curve, though single readings can be large; an effect the other way counts as inactive or inconclusive. The list is partial; count on the stated rates, not on these rows.
Molecule,EPAC2 agonist,DRD3 antagonist,EPAC2 antag,aSyn rescue,FUS suppressor,Abeta rescue,DRD3 agonist,TDP43 rescue
CC(=O)N1N=C(c2ccc(Cl)cc2)CC1c1ccco1 (stereo unspecified),3%,-1,-9%,8%,2%,4%,-7,15%
Cc1ccccc1NS(=O)(=O)c1ccc(C(=O)NN2CCCCC2)cc1,8%,-13,3%,0%,15%,2%,-7,-15%
Cc1cc(C)n2nc(C(=O)N3CCCC(Nc4ccc(C(C)C)cc4)C3)cc2n1 (stereo unspecified),-1%,1,-7%,5%,17%,-1%,1,-11%
O=C(Nc1ccccc1C(=O)O)c1cccc(NC(=O)c2ccccc2Cl)c1,2%,0,-14%,3%,-9%,-3%,-4,2%
Cc1ccc(Oc2nc3c(c(=O)n(Cc4ccccc4F)c(=O)n3C)n2C)cc1,8%,29,-6%,-2%,6%,4%,4,-17%
Cc1cn([C@@H](CCCCN)C(=O)NCCCCCCCCCCC(=O)N2CCNCC2)nn1,2%,15,9%,1%,-24%,19%,2,14%
C=CCN1C(=NC(=O)CCC)SC2CS(=O)(=O)CC21 (stereo unspecified),-1%,24,7%,6%,-17%,8%,1,0%
Cc1cc(C(=O)COC(=O)c2n[nH]c3ccccc23)c(C)n1CC1CCCO1 (stereo unspecified),-8%,?,0%,-1%,?,9%,-6,-25%
CCC(C(=O)NC1CCCC1)N(C(=O)c1snc(C(N)=O)c1N)c1ccc(C)cc1C (stereo unspecified),11%,7,-5%,-2%,4%,-3%,-6,7%
CC(C)Oc1ccc(F)cc1-c1cc(C(=O)N2CCc3ccccc3C2)[nH]n1,17%,16,0%,8%,?,-1%,-7,28µM*
Cc1nnc(SCC(=O)N/N=C/c2cn(-c3ccccc3)nc2-c2ccccc2)n1-c1ccccc1,-4%,28,-2%,6%,?,5%,8,-1%
COc1ccc(/C=C/c2ccncc2)c2ccccc12,21%,?,-4%,14%,18%,-19%,-12,0%
Cc1nn(C)c(C(=O)N/N=C/c2cccc3ccccc23)c1Cl,-5%,-14,-3%,-2%,-5%,15%,-7,?
Cc1ccc(-c2ccc(S(=O)(=O)NCC3CCCO3)cc2)cc1 (stereo unspecified),5%,15,-6%,3%,17%,-18%,2,20%
O=C(O)CC1CCC(=C(Cl)Cl)C1 (stereo unspecified),17%,-28,0%,11µM*,2%,-28%,-3,-8%
COc1ccc(NC(=O)CC2C(=O)N(c3ccc(C)cc3)C(=O)N2Cc2ccc3c(c2)OCO3)cc1 (stereo unspecified),nt,nt,nt,nt,21%,-20%,-3,-21%
CCOC(=O)c1cnc(SCC(=O)NNC(=O)c2ccco2)nc1N,10%,2,-9%,2%,-13%,-18%,19,0%
C=CCOc1ccc(/C(O)=C2/C(=O)C(=O)N(CCN3CCOCC3)C2c2ccc(C)cc2)cc1 (stereo unspecified),-3%,?,9%,4%,16%,-23%,1,7%
CCOc1ccc(CNC(=O)CCS(=O)(=O)c2ccc3c(c2)NC(=O)CO3)cc1OC,-2%,5,9%,1%,-15%,17%,4,1%
CCCCC[C@@H](C)N1C[C@H](COCc2ccccc2)Oc2cc(N3CCC[C@H]3C(N)=O)ccc2S1(=O)=O,-13%,0,-7%,-5%,?,-6%,-5,7%
COc1ccc(NC(=O)CCN2CCCC(C)C2)cc1 (stereo unspecified),2%,-74*,7%,-7%,-22%,-15%,0,-10%
Clc1ccc(Nc2nc(C3CC3)cs2)cc1,7%,?,8%,2%,7%,5%,5,14µM*
Cc1cc(OCC(=O)N(Cc2ccco2)C2CCS(=O)(=O)C2)ccc1Cl (stereo unspecified),0%,-7,3%,-4%,18%,-8%,-5,-9%
COc1cc(/C=C2\SC(N)=NC2=O)cc(Cl)c1O,3%,9,4%,0%,-15%,2%,-10,1%
Cc1ccc(NC(=O)CCN2C(=O)C3C4CCC(C4)C3C2=O)cc1Cl (stereo unspecified),-7%,12,12%,-1%,nt,-9%,3,-15%
CCOc1ccccc1NC(=O)CCn1cccc1,-10%,-21,-5%,-2%,6%,-4%,-1,0%
NNC(=O)c1c(O)c2cccc3c2n(c1=O)CCC3,-3%,18,-2%,9%,3%,7%,-2,-15%
Cn1c(=O)c2sccc2n(Cc2ccccc2)c1=O,9%,22,7%,4%,1%,8%,1,-1%
O=C(O)c1[nH]c2ccccc2c1NS(=O)(=O)Cc1ccccc1,5%,-29,-1%,0%,29%,17%,-4,17%
COc1ccc(/C=C/C(=O)N2CCN(S(=O)(=O)/C=C/c3ccccc3)CC2)cc1OC,-5%,-2,4%,-7%,2%,25%,-5,8%
CCN(CC)S(=O)(=O)c1cccc(NC(=O)c2ccc(SC)cc2OC)c1,13%,-1,-6%,-2%,11%,5%,2,-8%[9.22 µM]
Cc1ccc(Nc2sc(C(=O)c3ccccc3)c(N)c2S(=O)(=O)c2ccccc2)c(C)c1,nt,nt,nt,nt,-13%,-16%,6,15%
CN(c1ccccc1)S(=O)(=O)c1ccc(NC(=O)c2ccc(-c3ccccc3)cc2)cc1,19%,19,7%,3%,44%,7%,13,-16%
COc1cccc(NC(=O)Cn2c3ccccc3c3nc4n(c(=O)c32)CCCS4)c1,19%,4,2%,0%,2%,15%,3,9%
COCCN(CCOC)c1ncnc2c1c(-c1ccccc1)cn2-c1ccc(C)c(Cl)c1,nt,nt,nt,nt,45%,-19%,8,25µM*
CC(Oc1ccc(Cl)cc1)C(=O)Nc1nccs1 (stereo unspecified),-3%,13,8%,-15%,14%,-17%,1,-2%
O=C(CN1C(=O)c2ccccc2C1=O)Nc1cc(C(=O)O)cc(C(=O)O)c1,0%,-17,11%,-2%,-8%,-12%,-4,4%
Cc1nn(-c2ccccc2)c(-c2ccccc2[N+](=O)[O-])c1CC#N,6%,12,-18%,2%,-9%,-9%,5,22%
Cc1n[nH]c(=O)c2c(NC(=O)COC(=O)Cc3ccc(Cl)cc3Cl)oc(C)c12,6%,-6,11%,1%,nt,0%,1,13%
CCn1cc(CNCc2cn(-c3ccccc3C)nc2-c2ccc(OC)c(F)c2)cn1,4%,-26,13%,0%,15%,8%,-33,12%[9.22 µM]
NC(=O)C1CCN(C(=O)/C=C/c2ccco2)CC1,-1%,?,2%,-6%,nt,-15%,-14,-5%
CC1CCCCC1NC(=O)c1nnc(Cc2ccc(Cl)cc2)o1 (stereo unspecified),0%,2,10%,-1%,-18%,-7%,3,10%
CC(C)(C)OC(=O)N1CCC(CNC(=O)Nc2ccccc2)CC1,-2%,-20,-10%,-1%,21%,9%,-8,-16%
COc1ccc(C2=NN(C(=O)CSc3nnc(-c4ccccc4F)o3)C(c3ccco3)C2)cc1 (stereo unspecified),12%,-11,-5%,5%,26%,-4%,-2,-7%
O=C(COC(=O)CCSc1ccccc1)NCc1ccccc1Cl,4%,15,-2%,0%,nt,18%,1,?
Cc1cc(C)c2[nH]c(=S)cc(C)c2c1,-13%,-1,2%,-6%,-24%,4%,0,?
CC(=O)NCCn1c(SCc2cc(=O)n3cc(Cl)ccc3n2)nc2ccccc2c1=O,5%,11,14%,1%,15%,4%,19,-2%
CCOc1ccc(Cn2nnc(C(=O)Nc3ccc(Cl)cc3)c2N)cc1,nt,nt,nt,nt,-26%,-14%,-10,-15%
O=C(C(c1ccccc1)c1ccccc1)N1CCN(c2ccccn2)CC1,8%,-23,-6%,-3%,-52%,?,-6,-4%
COc1cc2cc(Oc3ccc4ccc(=O)oc4c3)c(=O)oc2cc1O,1%,-25,10%,-3%,-5%,7%,-22,11%

# Next section
Molecule,EPAC2 agonist,DRD3 antagonist,EPAC2 antag,aSyn rescue,FUS suppressor,Abeta rescue,DRD3 agonist,TDP43 rescue
N#Cc1ccccc1OCC(=O)N1CCN(S(=O)(=O)c2ccc(Cl)cc2)CC1,5%,0,-4%,8%,20%,-12%,-4,22%
COc1ccccc1CNC(=O)c1cnc2sc(N3CCOCC3)nn2c1=O,nt,nt,nt,nt,15%,-13%,-14,-2%
Cc1nn(Cc2ccccc2)c(C)c1CNC(=O)CN=C1NS(=O)(=O)c2ccccc21,0%,0,7%,0%,2%,-19%,2,0%
O=C(O)c1cc(NC(=S)NC(=O)C(c2ccccc2)c2ccccc2)ccc1Cl,-1%,12,-29%,0%,29%,14%,2,-5%[9.22 µM]
CCOc1ccc(C(=O)NC2CCN(S(=O)(=O)CC)CC2)cc1,-7%,8,15%,-8%,28%,2%,-5,9%
C[C@H]1CCC[C@@]2(O[C@@H](CCO)C[C@@H](O)[C@@H]2O)O1,13%,9,-3%,-5%,-35%,1%,2,6%
CC12CCC(C(=NO)C1=O)C2(C)C (stereo unspecified),-1%,24,18%,15%,-12%,2%,5,21%
CCc1cc(Cn2nc(-c3ccccc3)cc2C(=O)NCc2cccc(Br)c2)on1,3%,-16,9%,2%,4%,1%,1,14%
CS(=O)(=O)N(CC(=O)N1CCN(Cc2ccc3c(c2)OCO3)CC1)Cc1ccc(Cl)cc1,8%,-11,-5%,2%,15%,5%,-28,-26%
Cc1ccc(/C=C2\SC(=S)N(CCC(=O)NNC(=O)c3ccccc3O)C2=O)cc1,-2%,24,-2%,8%,4%,2%,2,3%
C=CCn1c(SCc2ccc(C(=O)O)cc2)nc2sc(C)c(C)c2c1=O,-2%,2,-7%,?,-5%,?,-8,6%
